Cycloheximide cs: Cycloheximide Counterscreen for Small Molecule Inhibitors of Shiga Toxin. max response, %. actives 12% (n = 300,000). AID 2314, 2010. cell reporter, cycloheximide protein synthesis inhibition counterscreen; in the data active = max response mostly above about 13%, no sharp cut-off; inactive = mostly below about 14%; also: read at 38.3 µM for the half of the compounds with a filed dose; 0% is about no effect
HCV inhibitor: qHTS Assay for Inhibitors of Hepatitis C Virus (HCV) | Huh7.5.1 HCVcc-Cre infection, luciferase reporter, 44 h | Potency, µM (doses to about 41.8 µM), inactives show at the top dose activity change, negative = inhibition, usual class: inhibitors | actives 3.4% (n = 340,000) | AID 651820, 2012; also: potency is read from the fitted curve at half-maximal effect; % is scaled to controls: 0 for no effect and ±100 for the full control effect
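Whole-lifecycle infectious HCVcc-Cre system; cells 1,000/well, compound then virus (~0.5 moi) added 4 h after plating, 44 h culture. Luciferase read 15 sec following 15 min substrate incubation, room temp.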
FBPA Giardia inh: qHTS Assay for Inhibitors of Fructose-1,6-bisphosphate Aldolase from Giardia Lamblia; Potency, µM (titrated, usually from 59.6 µM), inactives show at the highest dose activity, negative = inhibition, hits mostly inhibitors; AID 2451, 2010; actives 0.71% (n = 290,000); purified Giardia FBPA; also: potency is read from the fitted curve at half-maximal effect; % is scaled to controls: 0 for no effect and ±100 for the full control effect; nearly all actives have a fitted effect of over 55% in size
Target sequence (A8B2U2 whole entry, looked up): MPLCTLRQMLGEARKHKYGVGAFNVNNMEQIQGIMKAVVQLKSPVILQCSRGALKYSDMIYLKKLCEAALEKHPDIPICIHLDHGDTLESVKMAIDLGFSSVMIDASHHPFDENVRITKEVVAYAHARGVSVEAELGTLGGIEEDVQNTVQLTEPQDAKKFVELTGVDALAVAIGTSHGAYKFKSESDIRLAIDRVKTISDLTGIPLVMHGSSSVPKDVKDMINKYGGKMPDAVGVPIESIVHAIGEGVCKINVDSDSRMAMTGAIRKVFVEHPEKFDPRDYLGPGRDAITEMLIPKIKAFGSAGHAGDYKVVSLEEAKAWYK
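40 nM FBPA preincubated 10 min at RT with compound (up to 57.5 uM final), then substrate plus GAPDH/TPI/NAD/arsenate coupling and diaphorase/resazurin added. Fluorescence read after 20 min at RT, 525/598 nm.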
Shiga inhibitor: A qHTS for Small Molecule Inhibitors of Shiga Toxin. Vero cells, Shiga toxin protein synthesis inhibition reporter. actives 9.2% (n = 290,000). inhibition, % at 38.7 µM; in the data active = inhibition mostly above about 28%, no sharp cut-off; inactive = mostly below about 43%; also: 0% is about no effect
Pf growth 96h: Primary qHTS for delayed death inhibitors of the malarial parasite plastid, 96 hour incubation; actives 6.9% (n = 320,000); Potency, µM (doses to about 28.7 µM), without a hit: top-dose activity change, negative = inhibition, actives largely listed as inhibitors; P. falciparum luciferase reporter growth, 96 h; also: potency is read from the fitted curve at half-maximal effect; % is scaled to controls: 0 for no effect and ±100 for the full control effect
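Erythrocytes infected with luciferase-expressing P. falciparum were dispensed at 2% hematocrit and 0.05% parasitemia (final), then incubated with compounds 96 hours at 37 C in 5% CO2. Luminescence after detection reagent addition reported growth.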
Pf growth 48h: Primary qHTS for delayed death inhibitors of the malarial parasite plastid, 48 hour incubation; P. falciparum luciferase growth in erythrocytes, 48 h; actives 5.9% (n = 310,000); Potency, µM (doses to about 28.7 µM), for the others: at the top dose activity change, negative = inhibition, usual class: inhibitors; also: potency is read from the fitted curve at half-maximal effect; % is scaled to controls: 0 for no effect and ±100 for the full control effect
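Luciferase-expressing parasites in RBCs, 2% Hct / 0.1% parasitemia final; RPMI 1640 + 0.5% Albumax; 37 C, 5% CO2, one generation; luminescence read-out, lower signal = inhibition.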
* = called active by the depositor; ? = inconclusive; . = not tested or not shown; & = joins results of further samples; [ ] = dose if it differs, or a comment. Unless noted, calls follow the shape of the dose curve; as a rule, active = well fitted curve in the direction sought with a large enough effect; inconclusive = small, poorly fitted or top-dose-only effect, or another doubt; inactive = no such curve, though single readings can be large; an effect the other way counts as inactive or inconclusive.

SMILES	Cycloheximide cs	HCV inhibitor	FBPA Giardia inh	Shiga inhibitor	Pf growth 96h	Pf growth 48h
Cc1ccc(/C=C2\SC(N3CCCC3)=NC2=O)cc1	7	.	4%	28	20%	?
CCOc1cc(C=O)ccc1OS(=O)(=O)c1ccc(NC(C)=O)cc1	-1	0%	10%	-8	?	6%
CCOC(=O)c1c(C)[nH]c(C(=O)N/N=C/c2ccc(Br)cc2)c1C	2	?	2%	15	?	-5%
O=C(N/N=C\c1ccc(OC(=O)c2ccco2)cc1)c1ccc(Cl)cc1	-2	9%	0%	-8	28%	52%
COc1ccc(/C=C/CN2CCC(n3nccc3NC(=O)C3CCCC3)CC2)cc1	-2	-19%	5%	-3	8%	?
O=C(NC(=S)NC1C2CC3CC(C2)CC1C3)c1ccccc1 (stereo unspecified)	18*	-21%	.	49*	10µM*	32%[activator]
Cc1nn(C)cc1CN1CCC(n2nccc2NC(=O)CCCc2ccccc2)CC1	-4	8%	.	-17	30%	4%
CCOC(=O)c1cnc2ccc(Br)cc2c1NCCCN1CCOCC1	0	-8%	6%	9	10%	?
O=C(N/C(=C\c1ccc([N+](=O)[O-])cc1)C(=O)N1CCOCC1)c1ccccc1	-2	12%	1%	-5	?	-1%
Cc1cccc(C(=O)NNC(=O)c2ccccc2O)c1	39*	-25%	?	38*	0%	64%[activator]
Cc1ccc(C(=O)OCC(=O)Nc2ccc(Cl)cn2)s1	.	8%	.	.	-13%	33%[activator]
CNC(=O)CSc1nccn1Cc1ccc(Cl)cc1	-4	-10%	0%	-4	13%	?
CC(=O)O[C@@H]1[C@@]2(C)O[C@H]2CC[C@]23O[C@H]2[C@H](OC3=O)C2=C(C)C(=O)O[C@@]21O	-2	?	3%	-11	-18%	20%
Cc1cc(CC(C)C)n(-c2nc3ccccc3c(=O)n2OCC(=O)N(C)C)n1	8	11%	6%	9	0%	-9%
O=C(Nc1cccc(S(=O)(=O)N2CCOCC2)c1)c1ccc(N2CCCC2=O)cc1	.	?	.	.	?	?
COc1ccccc1NC(=O)CSc1nc2nc(C)cc(C)c2c(=O)[nH]1	-4	-11%	-29%	0	49%[activator]	3%
Cc1ccc(C(=O)c2ccc([N+](=O)[O-])cc2)cc1C	7	1%	0%	4	.	19%
COc1cc2c(cc1OC)C(c1ccc(N(C)C)cc1)NCC2 (stereo unspecified)	9	2%	-14%	-5	21%	11%
CCOC(=O)CN1C(=O)N[C@@H](c2ccccc2)C(C(=O)OC)=C1C	-4	1%[8.37 µM]	4%&4%	-4	-4%	17%
CCC(C)N1C(=O)/C(=C/c2c(NCCCOC(C)C)nc3c(C)cccn3c2=O)SC1=S (stereo unspecified)	-3	?	-6%	10	?	1.2µM*
Cc1ccc(S(=O)(=O)N2CCN(CC(=O)NC3CCCc4ccccc43)CC2)c(C)c1 (stereo unspecified)	6	?	1%	-18	.	-29%
CC(=O)Nc1cccc(NC(=O)CSc2nc3ccccc3o2)c1	7	0%	2%	25*	?	19%
O=c1[nH]nc(-c2ccc(F)cc2)cc1Cc1ccc(F)cc1	-2	-8%	1%	9	0%	1%
CC(C)Cc1nc(Nc2ccc(S(=O)(=O)N3CCCC3)cc2)c2nnn(Cc3ccccc3)c2n1	-2	?	-9%	-12	?	4.7µM*
CCCn1nnc(NC(=O)/C=C/c2cc(Br)ccc2OC)n1	-3	?	1%	-3	2%	10%
CCOc1ccc(S(=O)(=O)N(C)c2ccc(OCC(=O)Nc3nccs3)cc2)cc1	6	?	-1%	12	?	1.9µM*
COc1ccc(C(CNC(=O)C2CC(=O)N(Cc3ccccc3)C2)N2CCOCC2)cc1 (stereo unspecified)	.	-12%	.	.	-10%	?
CCOC(=O)Cn1c(C)[n+](C)c2cc(Cl)c(Cl)cc21	0	5%	2%	-7	-5%	14%
C=CCn1c(C)nnc1SCC(=O)NC1CC1	-1	4%	.	-10	34%[activator]	14%
Fc1ccccc1CSc1nnc2ccc(-c3ccncc3)nn12	13	9%	10%	6	?	6%
CNc1nc2ccccc2n1/N=C/c1cccc(OC)c1OC	45	?	.	62	-15%	?
CC12CCC(=O)N1C(C(=O)Nc1ccccc1F)CS2 (stereo unspecified)	.	3%	.	.	2%	1%
O=[N+]([O-])c1ccc(N2CCCCCC2)c([N+](=O)[O-])c1	7	?	12%	-3	7%	7%
O=C(Cc1ccc(-n2cccc2)cc1)NCc1ccccc1Cl	-1	?	1%	2	?	3%
COCC(=O)N1CCC(Oc2ccc(C(=O)NCCc3ncccc3C)cc2)CC1	3	15%	-4%	18	?	32%[activator]
COc1ccc(Oc2ccc(NC(=O)c3ccccc3C)cc2)cc1	3	?	-7%	-17	-21%	-1%

Part of the list above, reduced to Pf growth 96h.
mol | Pf growth 96h
O=[N+]([O-])c1ccc(N2CCCCCC2)c([N+](=O)[O-])c1 | 7%
O=C(Cc1ccc(-n2cccc2)cc1)NCc1ccccc1Cl | ?

(more compounds)
SMILES	Cycloheximide cs	HCV inhibitor	FBPA Giardia inh	Shiga inhibitor	Pf growth 96h	Pf growth 48h
O=c1[nH]n(-c2cccc(Cl)c2)c2ncccc12	-6	16%	-3%	-10	41%[activator]	27%
O=C(O)c1ccccc1C(=O)Nc1ccc(S(=O)(=O)Nc2ccc(F)cc2)cc1	10	12%	20%	7	26%	-2%
NC(=O)CSc1nnc(-c2ccc(S(=O)(=O)N3CCCC3)cc2)n1CC1CCCO1 (stereo unspecified)	-3	4%	0%	-2	.	-2%
CCC(C(=O)NCc1ccc(F)cc1)N(Cc1ccco1)C(=O)c1snc(C(N)=O)c1N (stereo unspecified)	-5	5%	3%	-4	124%[activator]	?
Cc1cc(C)cc(C(=O)NC(=S)Nc2cccnc2)c1	13	6%	.	29	22%	2%
OCCNc1nc2ccccc2n1-c1ncnc2sc3c(c12)CCC3	-7	?	-5%	29	.	6.6µM*
Cc1c(C=O)c2ccccn2c1C(=O)c1ccccc1	-2	-5%	-8%	-18	.	-9%
O=C(OCC(=O)N1CCOCC1)c1cnc(Cl)c(Cl)c1	.	8%	.	.	6%	3%
O=C(NNc1ccccc1)C(=O)N1CCCCC1	-3	-4%	2%	-10	17%	15%
Cc1ccccc1Nc1nc(N)nc(CN(C)c2ccccc2)n1	18	-14%	1%	49	.	-16%
NC(=O)C1CCN(C(=O)C(Cc2ccccc2)NC(=O)c2ccccc2)CC1 (stereo unspecified)	.	14%	.	.	16%	-5%
CCN1CCN(c2cc(N3CCN(C(=O)c4ccco4)CC3)c3c4c(onc24)-c2ccccc2C3=O)CC1	1	?	?	-11	29%	?
CC1CCCC(C)N1S(=O)(=O)c1ccc(NC(=O)CNCC2CCCO2)cc1 (stereo unspecified)	-3	.	-26%	-24	6%	?
CCOC(=O)c1c(CN2CCOCC2)n(-c2ccccc2)c2cc(Br)c(O)cc12	2	-7%	-26%	-12	1.9µM*	1.7µM*
Cc1c(NC(=O)c2ncn[nH]2)cccc1-c1nc2ccccc2s1	9	1%	1%	-9	50%[activator]	55%[activator]
C=CCNC(=O)NC(=O)COC(=O)CNS(=O)(=O)c1ccc(F)c(F)c1F	-6	21%	-1%	-11	-16%	39%[activator]
O=C(COC(=O)c1ccccc1NC(=O)c1ccco1)Nc1ccc2c(c1)OC(F)(F)O2	7	10%	2%	-12	15%	.
CCn1c(SCC(=O)Nc2ccc3c(c2)n(C)c(=O)n3C)nnc1-c1ccncc1	-1	25%	.	-11	-7%	?
CC#CCNCc1ccccc1	-5	17%	4%	-25	-20%	0%
Cc1c(Cl)cccc1NC(=O)CSc1ccc(-c2cccnc2)nn1	1	-8%	3%	-4	?	3%
O=C(COC(=O)/C=C/c1cccs1)Nc1nc(-c2ccccc2)cs1	3	-8%	0%	46*	?	-18%
CN1CCN(S(=O)(=O)c2cccc(S(=O)(=O)c3cccc(S(=O)(=O)N4CCN(C)CC4)c3)c2)CC1	-4	8%	3%	2	0%	.
COC(=O)c1ccc(C(=O)OC)c(NC(=O)CN(c2ccc3c(c2)OCO3)S(C)(=O)=O)c1	-1	?	4%	-6	.	-11%
CC(=O)NC(Cc1ccc(F)cc1)C(=O)NC1CCN(C(=O)Nc2ccc(F)cc2)CC1 (stereo unspecified)	-2	17%	7%	-7	-3%	-8%
CC(C)(C)OC(=O)[C@H](Cc1ccccc1)NC(=O)c1[nH]cnc1C(=O)Nc1ccc(Cl)cc1	2	6%	-25%	-4	?	?
Cc1cc(Cl)ccc1OCC(=O)n1cc(C(=O)c2cc(Cl)ccc2O)cn1	-4	.	8%	-8	23%	6%
O=S(=O)(Nc1ccc2c(c1)OCCO2)c1cnc[nH]1	8	9%	0%	3	-14%	39%[activator]
COc1ccc2c(c1)C(c1ccc(C)o1)=NNC(c1ccccc1)=N2	42*	-28%	-4%	96*	0%	?
Cc1cc(C)cc(NC(=S)N2CCC(c3nc4ccccc4s3)CC2)c1	-3	-2%	0%	-13	50%[activator]	28%
O=C(CC1Sc2ncnn2C1=O)Nc1ccc(Br)cc1 (stereo unspecified)	-2	-5%	?	-3	10µM*	2%
CCCCC(=O)Nc1ccc(NC(=O)C(C)C)cn1	26*	2%	-1%	73*	.	51%[activator]
COc1ccc(C(CNc2ccc(S(C)(=O)=O)cc2[N+](=O)[O-])N(C)C)cc1OC (stereo unspecified)	-6	4µM*	-3%	-1	-10%	-15%
O=c1[nH]cc(N=Cc2cc(Cl)cc(Cl)c2O)c(=O)[nH]1	0	14%	-5%	-7	?	20%
O=C(O)CC(CC(=O)O)(C(=O)O)c1ccccc1	1	27%	3%	-8	7%	16%
Cc1coc2c(C)c3oc(=O)c(CCC(=O)N4CCC(C(=O)NCCCC(=O)O)(c5ccccc5)CC4)c(C)c3cc12	-4	-1%	.	-7	9.3µM*	?
Cc1ccc(Cc2c(C)c(C#N)c3[nH]c4ccccc4n3c2=O)cc1	-1	11µM*	-28%	-3	?	?
O=C(NCc1nnc(SCC(=O)N2CCCC2)o1)c1c(F)cccc1F	-2	12%	-6%	-3	20%	-3%
CCOC(=O)C1CCCN(C(=O)Cn2sc3nc(C)cc(C)c3c2=O)C1 (stereo unspecified)	-1	33%[activator]	-16%	-10	33%[activator]	.
COc1ccc(C2C(C(C)=O)=C(O)C(=O)N2Cc2ccccc2)c(OC)c1 (stereo unspecified)	-1	13%	-1%	-2	15%	25%
COc1ccc(-n2c(SCC(=O)Nc3ccccc3OC)nc(O)cc2=O)cc1	-2	21%	9%	-4	?	?
CCOC(=O)CNC(=O)c1sc2ncnc(N3CCc4ccccc4C3)c2c1C	0	-8%	8%	17	.	?
CCCCOC(=O)c1ccc(N=Nc2c(C)c(C#N)c(O)[nH]c2=O)cc1	8	5%	-14%	47*	48%[activator]	42%[activator]
CNC(=S)NC1CC2CCCC(C1)N2Cc1ccco1 (stereo unspecified)	5	4%	-4%	-2	34%[activator]	12%

A draw from above in order of molar mass, lowest first:
SMILES	Cycloheximide cs	HCV inhibitor	FBPA Giardia inh	Shiga inhibitor	Pf growth 96h	Pf growth 48h
CCCCOC(=O)c1ccc(N=Nc2c(C)c(C#N)c(O)[nH]c2=O)cc1	8	5%	-14%	47*	48%[activator]	42%[activator]
COc1ccc(C2C(C(C)=O)=C(O)C(=O)N2Cc2ccccc2)c(OC)c1 (stereo unspecified)	-1	13%	-1%	-2	15%	25%
CCOC(=O)C1CCCN(C(=O)Cn2sc3nc(C)cc(C)c3c2=O)C1 (stereo unspecified)	-1	33%[activator]	-16%	-10	33%[activator]	.
COc1ccc(-n2c(SCC(=O)Nc3ccccc3OC)nc(O)cc2=O)cc1	-2	21%	9%	-4	?	?

Source: PubChem
